# Source: PubChem (several laboratories)
# GAA850 FXN act: FXN promoter activators, primary screen, cell-based, luciferase luminescence, HEK293 lucGAA850 | actives 0.56% (n = 360,000) | activation, % at 6 µM | AID 540364, 2011 | HEK293 lucGAA850 FXN promoter luciferase reporter, 24 h; percent of 10 µM SAHA response;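 active = activation above the average of all compounds screened plus 3 SD, cutoff fixed separately per campaign, cut at about 7.5% in these data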;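 also: 0% = DMSO wells and 100% = 10 µM SAHA wells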
# DAX1 inh-1: DAX1 (NR0B1) inhibitors, primary screen, cell-based, HEK293, Gal4-DAX1, luciferase luminescence; HEK293 Gal4-DAX1 luciferase reporter; inhibition, % at 6.75 µM; actives 0.99% (n = 340,000); AID 504766, 2011;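 active = inhibition above the mean over all tested compounds plus 3 SD, cut at about 4.2% in these data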;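 also: 0% = DAX1-transfected cells with DMSO and 100% = empty-vector control cells with DMSO; inhibition shows as a rise in luminescence from relieved DAX1 repression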
# SMARCA2 act: SMARCA2 (BRM) function activators, primary screen, cell-based, luminescence, high throughput; actives 1% (n = 370,000); activation, % at 9.1 µM; MG213 cells, MMTV-luciferase reporter, dexamethasone, overnight; AID 652017, 2013; in the data active = activation above about 7.8%;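 also: 0% = vehicle wells and 100% = reference activator wells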
# ADAM17 inh: ADAM17 inhibitors, primary screen, biochemical, QFRET; Disintegrin and metalloproteinase domain-containing protein 17 (Homo sapiens), P78536; recombinant ADAM17, EDANS/DABCYL FRET peptide cleavage; inhibition, % at 6.95 µM; actives 0.83% (n = 370,000);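 active = inhibition above the mean of compounds lying between control limits plus 3 SD, set per campaign, cut at about 8.5% in these data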;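 also: 0% = DMSO-only wells as the low control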
# Target sequence (P78536 215-824 limits assumed): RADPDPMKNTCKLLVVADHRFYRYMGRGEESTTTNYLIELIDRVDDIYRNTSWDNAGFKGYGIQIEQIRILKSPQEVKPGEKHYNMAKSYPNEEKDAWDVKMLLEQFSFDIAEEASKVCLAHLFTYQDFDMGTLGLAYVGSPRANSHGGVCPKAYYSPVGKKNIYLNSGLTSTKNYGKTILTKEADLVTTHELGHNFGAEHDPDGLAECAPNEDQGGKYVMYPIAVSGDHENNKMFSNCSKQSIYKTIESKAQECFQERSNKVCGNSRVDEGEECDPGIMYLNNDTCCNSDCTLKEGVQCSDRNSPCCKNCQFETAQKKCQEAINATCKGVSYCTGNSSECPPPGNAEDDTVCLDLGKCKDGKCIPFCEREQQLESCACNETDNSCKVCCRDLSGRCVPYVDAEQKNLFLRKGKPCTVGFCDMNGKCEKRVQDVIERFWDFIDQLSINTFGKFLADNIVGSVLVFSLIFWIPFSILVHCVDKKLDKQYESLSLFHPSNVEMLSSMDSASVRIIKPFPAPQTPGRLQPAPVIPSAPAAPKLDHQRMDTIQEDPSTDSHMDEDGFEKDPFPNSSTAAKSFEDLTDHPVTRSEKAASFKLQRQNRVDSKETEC
# ssDAF-12 act: S. stercoralis DAF-12 nuclear receptor activators, primary screen, cell-based, luminescence, HEK293, GRIP1 co-expression, lit1-tk-luc; Nuclear hormone receptor DAF-12 (Strongyloides stercoralis); HEK293 ssDAF-12/GRIP1 lit1-tk-luc reporter; % of 3 µM dafachronic acid response; activation, % at 6.8 µM; actives 1% (n = 370,000); AID 652126, 2013;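 active = activation above the mean over all tested compounds plus 3 SD, cut at about 0.9% in these data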;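 also: 0% = DMSO-only wells and 100% = 3 µM delta7-dafachronic acid wells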
# GC-A act: GC-A stimulated cGMP production enhancers – HEK293 GC-A cells, cGMP TR-FRET, EC30 ANP, primary screen; Atrial natriuretic peptide receptor 1 (Homo sapiens), P16066; 0% at EC30 ANP, 100% saturating ANP; activation, % at 10 µM; actives 0.14% (n = 370,000); AID 1671463, 2021; in the data active = activation above about 40%
# ADAM10 inh: human ADAM10 inhibitors, primary screen, biochemical, QFRET, HTS; recombinant ADAM10, EDANS/DABCYL FRET peptide cleavage, 3 h; inhibition, % at 7 µM; actives 0.62% (n = 370,000); AID 720582, 2013;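 active = inhibition above a per-campaign cutoff equal to the mean of compounds falling between control-based bounds plus 3 SD, cut at about 20% in these data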;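 also: 0% = DMSO wells while the 100% control is not disclosed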
# Target sequence (O14672 214-748 limits assumed): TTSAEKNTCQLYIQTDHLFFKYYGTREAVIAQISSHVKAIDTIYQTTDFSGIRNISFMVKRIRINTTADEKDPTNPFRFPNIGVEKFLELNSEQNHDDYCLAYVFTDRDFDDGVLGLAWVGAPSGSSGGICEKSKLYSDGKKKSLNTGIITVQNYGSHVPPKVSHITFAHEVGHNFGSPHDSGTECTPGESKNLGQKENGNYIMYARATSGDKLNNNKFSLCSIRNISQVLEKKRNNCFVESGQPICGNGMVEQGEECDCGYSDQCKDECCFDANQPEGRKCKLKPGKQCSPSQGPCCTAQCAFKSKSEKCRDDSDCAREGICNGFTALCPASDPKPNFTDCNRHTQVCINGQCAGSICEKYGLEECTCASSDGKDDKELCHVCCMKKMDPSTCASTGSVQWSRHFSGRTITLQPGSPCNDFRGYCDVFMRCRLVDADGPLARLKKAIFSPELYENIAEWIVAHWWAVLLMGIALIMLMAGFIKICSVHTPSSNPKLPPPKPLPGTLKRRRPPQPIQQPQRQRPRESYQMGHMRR
# PG9 Ab binder: binders of HIV-1 gp120 antibody PG9, primary screen, biochemical, TR-FRET; AID 624416, 2012; HIV-1 gp120 / PG9 antibody interaction; actives 0.43% (n = 360,000); TR-FRET gp120-PG9 antibody binding; inhibition, % at 6.7 µM; in the data active = inhibition above about 8.5%
# DAX1 inh-2: DAX1 (NR0B1) inhibitors on StAR promoter, primary screen, cell-based, luminescence, SF-1 (NR5A1), full-length DAX-1. HEK293T StAR-luciferase reporter, SF-1/DAX-1 repression relief. inhibition, % at 6.8 µM. actives 1.1% (n = 370,000). AID 652010, 2013;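 active = inhibition above the mean over all tested compounds plus 3 SD, cut at about 3.6% in these data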;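 also: 0% = DAX-1 cells with DMSO and 100% = cells lacking DAX-1 with DMSO; higher inhibition means more luminescence from relief of DAX-1 repression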
# hgDAF-12 ag: H. glycines DAF-12 receptor agonists, primary screen, cell-based, luminescence, HEK293, GAL4 fusion, UAS-luciferase; Nuclear hormone receptor DAF-12 (Heterodera glycines), GAL4 fusion; HEK293 GAL4-hgDAF12 UAS-luciferase reporter, agonist luminescence; normalized to butyrate control; actives 1.8% (n = 370,000); AID 687014, 2013; activation, % at 6.8 µM;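 active = activation above a cutoff set at the mean of all screened compounds plus 3 SD, cut at about 10% in these data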;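 also: 0% = DMSO wells and 100% = sodium butyrate wells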
# hcDAF12 agonist: H. contortus DAF-12 nuclear receptor activators, primary screen, cell-based, luminescence, HEK293, lit1-tk-luc reporter | HEK293 hcDAF-12 lit1-tk-luc reporter; 0% DMSO, 100% Δ7-dafachronic acid | activation, % at 6.8 µM | actives 1.4% (n = 370,000);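 active = activation above the mean of all tested compounds plus 3 SD, cut at about 5.5% in these data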;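 also: 100% = response to 3 µM Δ7-dafachronic acid high control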
# Starred values were filed as active, the others as inactive; i = inactive; . = no result given.
SMILES,GAA850 FXN act,DAX1 inh-1,SMARCA2 act,ADAM17 inh,ssDAF-12 act,GC-A act,ADAM10 inh,PG9 Ab binder,DAX1 inh-2,hgDAF-12 ag,hcDAF12 agonist
CC(C)CCNC(=O)C1CCN(c2nnc(-n3cccc3)s2)CC1,1.6,-0.6,-5,-2,-2.1,-2,-8,0.6,1.4,0.5,0.8
O=C(CSCc1ccc(Br)cc1)N=Nc1c(O)[nH]c2ccccc12,2.3,1.3,0,4,-1.1,3,2,-4.4,-0.4,-0.4,0.8
CCCCOc1ccc(N(CC(=O)NCC2CCCO2)C(=O)CCC(=O)Nc2cc(C)ccn2)cc1 (configuration not stated),-0.5,1.8,-1,0,-1.0,1,-1,-0.5,0.6,1.7,-1.1
COC(=O)[C@@H]1C[C@@]2(O)[C@H](O)[C@H](O)[C@H](O)C[C@H]2N1Cc1ccc(C(C)(C)C)cc1,0.4,-0.5,1,0,-1.4,4,11,0.7,0.1,0.7,0.7
NC(=O)c1nsc(C(=O)N(c2ccccc2)C(C(=O)NC2CCCC2)c2ccncc2)c1N (configuration not stated),-1.8,-0.2,-2,-18,-1.2,-16,-49,1.9,-0.4,0.0,-0.5
CCOC(=O)N(C)[C@H]1C[C@H]2c3[nH]c4cccc(-c5cccc(F)c5)c4c3CCN2C(=O)[C@H]1[C@H](C)O,.,.,-2,-200,-1.8,-2,i,.,-0.9,-2.4,-2.5
Cn1c(CNc2ccc(F)cc2)nc2ccccc21,6.8,2.9,2,-2,3.1*,-1,2,0.5,2.2,13*,6.5*
Oc1ccccc1C=NC(N=Cc1ccccc1O)c1ccccc1O (configuration not stated),.,.,-5,-12,0.0,-9,-50,2.7,-0.1,0.9,0.0
COC(=O)C1CCN(CC(N)=O)CC1,-1.4,-0.1,2,-3,-1.2,-1,7,-1.9,-0.6,-0.6,-1.1
CCCOc1ccc(N2C(=O)CC(NCC#N)C2=O)cc1 (configuration not stated),-0.2,-0.5,2,0,-1.4,1,10,-0.6,0.1,-2.0,-1.8
CCc1ccc(-n2c(O)c(C=NCCN(CC)CC)c(=O)[nH]c2=O)cc1,1.3,0.2,1,-3,-1.0,2,-3,-1.5,0.5,0.4,1.1
COc1ccccc1/C=N/NC(=O)c1cc2c(ccc3ccccc32)o1,2.3,-0.5,-1,-5,-1.2,29,-34,-1.4,-0.2,0.8,-1.6
O=C1CCc2cc(S(=O)(=O)N3CCC(C(=O)NC4CCCc5ccccc54)CC3)ccc2N1 (configuration not stated),-0.9,1.8,-1,0,-0.7,-1,-20,-0.1,0.7,3.4,-1.0
CCc1ccccc1NC(=O)N1CCCC(CCC(=O)N(C)CCc2ccccn2)C1 (configuration not stated),-1.2,0.3,-3,-2,-0.3,-1,0,-0.3,-0.4,-1.6,0.5
O=C(O)CCNC(=O)CCCn1nnc2ccccc2c1=O,1.7,-1.1,-1,-3,-1.3,0,5,-1.2,-0.5,-0.8,-0.1
COc1ccccc1CN[C@@H]1CC[C@@]23CCCN2C(=O)CCC[C@H]3C1,.,.,.,-7,-1.1,-1,-10,.,.,3.8,1.9
CCOC(=O)c1cc2nc(OCC)nc(OCC)c2[nH]1,0.7,-0.6,5,-27,-1.4,2,-108,-1.3,-0.7,0.8,-0.1
CN(C)c1nc(C(=O)Nc2ccccc2)nc(N(C)C)n1,0.1,0.6,-1,-4,-1.1,2,-4,-0.4,0.1,1.0,6.7*
O=C(Nc1ccncc1)c1ccc(NS(=O)(=O)c2cccc(F)c2)cc1,1.3,-0.8,-2,-3,-0.9,-2,-7,4.2,0.0,0.2,-0.6
CC(C)CCNC(=O)C1CCN(Cc2cccc(OCc3ccccc3)c2)CC1,0.5,-1.1,-1,2,-1.5,1,6,0.1,-0.5,-0.2,0.2
O=C(Nc1cc2c(cc1Cl)OCCCO2)c1ccc(F)cc1,5.0,2.4,7,0,-0.8,4,-1,-0.8,2.1,8.0,1.6
CC(=O)c1ccc(N2CCN(C(=O)c3c(-c4ccccc4Cl)noc3C)CC2)cc1,-0.8,-0.1,-3,-7,-0.6,0,-15,-2.1,0.4,-0.7,3.3
CCNC(=O)C1CCCN(C(=O)c2ccc(OC)cc2OC)CC1 (configuration not stated),0.8,.,-2,-5,-1.2,2,-4,-1.6,1.2,2.5,-1.6
Cc1csc2c(N3CCN(C(=O)Nc4ccc(Cl)c(Cl)c4)CC3)ncnc12,0.3,-1.9,-2,2,-0.7,-2,-5,0.8,-0.2,1.3,-2.2
CCCCCCC(C)n1cc(C(C)=O)c(=O)[nH]c1=O (configuration not stated),-2.5,0.7,-2,1,-0.5,0,2,-2.3,0.2,0.5,0.2
Cc1ccc(-n2c(SCC(N)=O)nnc2-c2ccccn2)cc1,0.1,-1.0,-2,-1,-1.2,0,5,0.7,-0.6,-1.8,0.2
C/C(Cn1cnc([N+](=O)[O-])n1)=N\NC(=O)c1ccccc1F,2.6,0.7,3,-3,0.8,1,-7,1.5,1.2,11*,0.5
Cc1cc(NC(=O)Cn2nnc3sc4c(c3c2=O)CCC(C(C)(C)C)C4)no1 (configuration not stated),1.8,-1.6,0,-5,-1.8,-4,-5,2.0,-1.2,-1.9,-2.3
COc1cc(OC)cc(-c2c(C#Cc3ccsc3)c3cc(-c4ccc(OC)c(OC)c4)ccc3n2C)c1,0.4,0.8,3,-26,-1.3,5,-104,-2.6,-0.4,0.3,0.1
CC1CC(C)(C)CC(=O)C1C(=O)c1ccccc1 (configuration not stated),-0.5,1.2,-1,2,-1.0,1,18,-0.9,0.3,2.8,0.4
CC(C)(C)CC(=O)O/N=C(\N)c1ccccn1,0.4,0.3,11*,0,-0.1,-2,3,-0.8,3.0,14*,6.3*
COc1cc(C2CC(=O)Oc3c2c(=O)n(C)c2ccccc32)ccc1O (configuration not stated),-0.8,.,-1,-1,0.0,5,-4,-3.3,0.0,5.0,5.2
O=C(Cc1ccccc1)N/N=C/c1ccc(Cl)cc1Cl,2.7,-0.8,3,1,-1.2,2,-2,-1.2,0.0,2.9,-0.5
O=C(N/N=C(\c1ccccc1)c1ccccn1)c1ccccc1Cl,6.0,-1.1,-1,2,-1.4,-2,-7,-2.6,-6.4,-8.2,-1.4
COc1ccc(Nc2cccc(Cl)c2)c(C(=O)O)c1,0.1,0.5,-2,0,-1.7,-1,-1,-1.5,-0.1,0.8,-0.7
Cc1c(NC(=O)C(C)Sc2ncnc3ccccc23)c(=O)n(-c2ccccc2)n1C (configuration not stated),0.2,-0.1,-2,-2,-1.1,1,-5,2.7,-0.1,-3.0,1.4
CCCCNC(=O)c1nc(-c2ccc(C(F)(F)F)cc2)oc1-c1ccccc1,.,.,-1,2,-1.1,0,-3,-0.8,1.1,4.4,-0.7
CCCCCCN1N=C(C)C(C(=O)c2ccc(Cl)cc2)C1=O (configuration not stated),0.7,-0.9,-1,1,-0.8,-3,4,-0.3,-0.5,-3.9,0.3
CCOc1cc(/C=N/n2c(COc3ccccc3)n[nH]c2=S)ccc1O,1.5,1.1,-1,0,-1.9,-5,-1,-1.4,-0.5,-2.4,0.2
O=C(NC1(C(F)(F)F)NC(=O)N(Cc2cccnc2)C1=O)c1ccccc1 (configuration not stated),-1.3,-0.6,5,1,-0.9,3,10,0.3,-0.8,-1.5,0.5

# A few values from the results shown.
# O=C(Nc1cc2c(cc1Cl)OCCCO2)c1ccc(F)cc1 @ SMARCA2 act: 7
# Cc1ccc(-n2c(SCC(N)=O)nnc2-c2ccccn2)cc1 @ GAA850 FXN act: 0.1
# CN(C)c1nc(C(=O)Nc2ccccc2)nc(N(C)C)n1 @ hcDAF12 agonist: 6.7*

# Continued:
SMILES,GAA850 FXN act,DAX1 inh-1,SMARCA2 act,ADAM17 inh,ssDAF-12 act,GC-A act,ADAM10 inh,PG9 Ab binder,DAX1 inh-2,hgDAF-12 ag,hcDAF12 agonist
O=C1N/C(=N/O)S/C1=C/c1cccc([N+](=O)[O-])c1,1.2,1.1,-1,-2,-1.2,2,2,-2.1,-0.3,2.8,0.7
O=P1(c2ccccc2)C=Cn2c1cc1c2CCCC1 (configuration not stated),1.0,-0.4,-1,-3,-1.7,-3,-7,1.6,0.2,0.2,-0.3
COc1ccc(S(=O)(=O)N2CC(=O)Nc3ccccc32)cc1Cl,-0.1,0.8,1,3,-0.5,-3,2,-1.1,-0.1,-0.3,-1.5
O=C1CCN(C(=O)c2ccc(Cl)cc2)N1,-0.7,2.5,1,-2,-1.4,1,-8,-1.9,-0.1,-2.6,0.7
Cc1c(N=C(N)/N=C(\N)Nc2ccc(Br)cc2)c(=O)n(-c2ccccc2)n1C,1.0,1.6,-1,-2,-1.7,-3,0,1.6,-0.5,-0.5,3.2
Cc1cc(C)nc(NS(=O)(=O)c2ccc(NC(=O)C3(c4ccccc4)CCCC3)cc2)n1,2.5,-0.7,2,2,-0.7,-1,4,0.2,0.8,0.8,-1.9
COc1ccc(C(=O)N2CCCCC2c2cc(C(=O)Nc3ccccc3)no2)cc1 (configuration not stated),-0.2,.,0,1,-1.5,-3,1,-2.3,-1.0,0.5,-1.4
CCN1CCN(C(=O)C2CCC(=O)N(CCCN3CCCC3=O)C2)CC1 (configuration not stated),-0.2,0.6,7,0,-1.3,2,4,-4.0,0.1,-1.8,-1.3
Cc1cc(C)c(S(=O)(=O)n2cc(C(C)C(N)C(=O)O)c3ccccc32)c(C)c1 (configuration not stated),-0.8,0.0,0,-2,-0.5,0,-5,-0.5,-0.4,-0.1,0.3
Cc1cc(NC(=O)CSc2nc3cc(Cl)ccc3s2)no1,0.2,1.4,-5,0,-1.1,-4,3,1.2,1.2,2.6,1.9
Cc1cc(=O)oc2cc(OCC(=O)N3CCN(c4ccc(F)cc4)CC3)ccc12,-2.3,-0.6,-1,-9,-0.7,-9,-41,-0.5,-0.5,-2.8,-2.7

# In another format: entries from further up.
# The line under a structure holds: GAA850 FXN act	DAX1 inh-1	SMARCA2 act	ADAM17 inh	ssDAF-12 act	GC-A act	ADAM10 inh	PG9 Ab binder	DAX1 inh-2	hgDAF-12 ag	hcDAF12 agonist
Cc1c(N=C(N)/N=C(\N)Nc2ccc(Br)cc2)c(=O)n(-c2ccccc2)n1C
→ 1.0	1.6	-1	-2	-1.7	-3	0	1.6	-0.5	-0.5	3.2
Cc1cc(C)nc(NS(=O)(=O)c2ccc(NC(=O)C3(c4ccccc4)CCCC3)cc2)n1
→ 2.5	-0.7	2	2	-0.7	-1	4	0.2	0.8	0.8	-1.9
COc1ccc(C(=O)N2CCCCC2c2cc(C(=O)Nc3ccccc3)no2)cc1 (configuration not stated)
→ -0.2	.	0	1	-1.5	-3	1	-2.3	-1.0	0.5	-1.4
